Compound activity (PubChem BioAssay)
Runt-SMMHC FRET: inhibitors of RUNX1 Runt–CBFb-SMMHC binding, primary screen, biochemical, FRET, Cerulean-Runt, Venus-CBFb-SMMHC, uHTS; Cerulean-Runt/Venus-CBFb-SMMHC FRET ratio 530/480, 1 h; Runt-related transcription factor 1 (Homo sapiens) + Core-binding factor subunit beta …; 220,000 compounds, 0.74% hits; inhibition, % at 20 µM; AID 1434, 2008;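 active = mean inhibition across duplicate retests at 20 µM reaching about 50%, limit read from the data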;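 note: 0% = DMSO wells and 100% = wells with excess untagged CBFb-SMMHC; inhibitors lower the FRET ratio by blocking Runt binding to CBFb-SMMHC; some results filed as inactive read as strong as hits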
EP2 mod: EP2 receptor modulators, cAMP readout, primary screen, cell-based, HTRF cAMP, PGE2 stimulation; EP2-expressing cells, cAMP HTRF FRET, PGE2 co-stimulation; induction, % at 25 µM; 260,000 compounds, 0.83% hits;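 active = compounds whose cAMP rise, as percent of the full-agonist control response, exceeds 60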;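 note: rat C6 glioma line stably carrying human EP2 under a CMV promoter; the protocol text gives 20 µM as final concentration; 100% = response of wells given 1 µM PGE2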
Target sequence (P43116 whole entry, looked up): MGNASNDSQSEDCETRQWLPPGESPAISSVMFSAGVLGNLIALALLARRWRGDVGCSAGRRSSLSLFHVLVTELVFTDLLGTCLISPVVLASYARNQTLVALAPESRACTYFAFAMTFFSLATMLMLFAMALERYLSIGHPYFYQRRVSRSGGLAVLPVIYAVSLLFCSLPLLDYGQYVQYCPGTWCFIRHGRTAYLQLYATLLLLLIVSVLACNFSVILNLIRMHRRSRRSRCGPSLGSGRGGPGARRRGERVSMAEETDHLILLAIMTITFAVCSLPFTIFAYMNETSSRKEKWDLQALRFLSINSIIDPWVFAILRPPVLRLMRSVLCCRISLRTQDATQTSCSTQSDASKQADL
Hck Nef HTS: inhibitors of Nef-activated human Hck kinase, primary screen, biochemical, Z-Lyte FRET, 384-well, Hck-YEEI. Tyrosine-protein kinase HCK (Homo sapiens), P08631. Recombinant Hck-YEEI plus Nef, Z-Lyte FRET kinase assay. inhibition, % at 20 µM. 220,000 compounds, 0.68% hits. AID 463187, 2010;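 active = Hck-Nef kinase inhibition above about 50%, limit read from the data; inactive = inhibition below that limit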;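 note: 0% = DMSO with Hck plus Nef and 100% = Hck alone without Nef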
Target sequence (P08631 whole entry, looked up): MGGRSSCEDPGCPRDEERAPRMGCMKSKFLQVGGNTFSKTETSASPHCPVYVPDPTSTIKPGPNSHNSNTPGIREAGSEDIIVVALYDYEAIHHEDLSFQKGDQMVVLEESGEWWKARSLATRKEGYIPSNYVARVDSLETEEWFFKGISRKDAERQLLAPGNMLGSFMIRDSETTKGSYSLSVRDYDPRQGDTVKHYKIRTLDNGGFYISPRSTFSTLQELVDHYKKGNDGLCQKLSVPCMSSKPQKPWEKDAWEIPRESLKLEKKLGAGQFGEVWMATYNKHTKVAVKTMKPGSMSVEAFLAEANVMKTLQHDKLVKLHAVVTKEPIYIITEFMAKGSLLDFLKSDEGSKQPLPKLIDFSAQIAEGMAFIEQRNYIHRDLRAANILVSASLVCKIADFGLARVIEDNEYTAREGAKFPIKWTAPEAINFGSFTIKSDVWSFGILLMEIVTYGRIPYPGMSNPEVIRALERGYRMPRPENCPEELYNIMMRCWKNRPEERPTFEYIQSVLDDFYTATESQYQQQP
PERK inh: block of dimerizer-induced PERK translation repression, primary screen, PERK inhibitor project, CHO PERK-DD cells, SEAP luminescence, HTS; Eukaryotic translation initiation factor 2-alpha kinase 3 (Homo sapiens), Q9NZJ5; CHO PERK-DD fusion, SEAP luminescence translation reporter; inhibition, % at 5.6 µM; 220,000 compounds, 0.17% hits; AID 1416, 2008;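 active = inhibition above the mean inhibition of all tested compounds plus 3 SD, set separately per screening campaign, cut at about 2.9% in these data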;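 note: PERK kinase domain activated by AP20187 dimerizer at 100 nM; 0% = DMSO with dimerizer and 100% = rapamycin at 8.4 µM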
Runt-CBFb FRET: inhibitors of RUNX1 Runt–CBFb binding, primary screen, biochemical, FRET, Cerulean-Runt, Venus-CBFb, uHTS; Runt-related transcription factor 1 (Homo sapiens) + Core-binding factor subunit beta …; Cerulean-Runt/Venus-CBFb FRET ratio 530/480, 1 h; inhibition, % at 20 µM; 220,000 compounds, 0.46% hits; AID 1496, 2009;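 active = inhibition over about 50% at 20 µM in the single-dose screen, limit read from the data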;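 note: 0% = DMSO wells and 100% = excess unlabeled CBFb competitor control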
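Assay system: Cerulean-Runt domain / Medium: Tris 50 mM pH 7.5, KCl, K2SO4, 0.01% BSA / Timing: protein complex preformed 1 h, compound exposure 1 h, room temperature, dark / Measured by: FRET, excitation 422 nm, emission at 530 and 480 nm / Evaluation: loss of energy transfer signal / Control set: 5 µM unlabeled CBFb as full-inhibition high control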
TNF death inh: inhibitors of TNF-alpha triggered necroptosis, primary screen, cell-based, Jurkat FADD-/-, single concentration; Jurkat FADD-/- TNF necroptosis rescue, ATP luminescence, 24 h; 0 = TNF only, 100 = no-TNF cells; 220,000 compounds, 0.068% hits; activation (protection from cell death), % at 10 µM;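 active = activation, meaning protection from cell death, of at least 50% relative to plate controls; inactive = activation below 50%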;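 note: necroptosis triggered by 40 ng/mL TNF-alpha added together with compound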
PGE2 EP2 inh: human EP2 receptor antagonists, primary screen, TR-FRET cAMP, C6 glioma cells. Prostaglandin E2 receptor EP2 subtype (Homo sapiens), P43116. C6 glioma cells expressing human EP2; cells stimulated with saturating PGE2. inhibition, % at 25 µM. 260,000 compounds, 0.52% hits;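 active = percent inhibition above 40 after rounding to a whole number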;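 note: rat C6 glioma host cells with rolipram phosphodiesterase inhibitor present; the protocol text gives 20 µM as final concentration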
RBBP9 inh: human RBBP9 inhibitors, primary screen, biochemical, fluorescence polarization, FP-Rh probe, HTS. Serine hydrolase RBBP9 (Homo sapiens), O75884. recombinant RBBP9. inhibition, % at 7.94 µM. 220,000 compounds, 0.2% hits. AID 1515, 2009;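 active = inhibition above the campaign mean of all tested compounds plus 3 SD, cut at about 14% in these data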;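 note: plate controls were DMSO wells with RBBP9 for no effect and wells lacking RBBP9 protein for full effect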
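Material: RBBP9 protein. Amount: RBBP9 at 2.5 µM in dispensed solution, before mixing. Schedule: 30 min then 45 min, 25 °C. Medium: Tris buffer pH 8.0, NaCl, Pluronic. Measured by: fluorescence polarization. Measure: percent inhibition from mP, scaled between DMSO and no-protein wells. Replication: one well per compound.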
L929 necroptosis: inhibitors of zVAD-triggered necroptosis, primary screen, L929 cells; L929 zVAD necroptosis rescue, ATP luminescence, 24 h; with zVAD 60 µM; viability rescue, % at 10 µM; 220,000 compounds, 0.38% hits; AID 1377, 2008;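 active = activation, scaled between plate controls, above about 75%, limit read from the data; inactive = activation under that limit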;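 note: 0% = zVAD with DMSO and 100% = DMSO alone without zVAD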
Active calls of the source: *; nt = not tested or not shown.

No.	compound	Runt-SMMHC FRET	EP2 mod	Hck Nef HTS	PERK inh	Runt-CBFb FRET
1	Cc1cc(=O)[nH]c(SCC(=O)Nc2nc3c(s2)CCCC3)n1	1	11	-1	0.7	0
2	Cc1cccc(-c2cc3nc4c(c(N5CCCC(O)C5)n3n2)CCC4)c1 (stereo unspecified)	-3	28	0	-1.4	-9
3	COc1ccc(S(=O)(=O)N(C)CC(=O)Nc2ccc(C(N)=O)cc2)cc1OC	-1	18	27	0.1	1
4	O=C(COC(=O)Cn1cnc2ccccc21)NCc1ccc(F)cc1	-2	3	-2	0.0	2
5	COC(=O)C1=C(C)NC(=O)NC1c1ccc(-c2ccc(F)cc2)o1 (stereo unspecified)	13	-13	25	0.8	8
6	COc1ccc(CC(=O)OCC(=O)Nc2cc(S(=O)(=O)N3CCOCC3)ccc2N2CCCC2)cc1	-4	-25	-2	-0.2	0
7	Cc1ccc(-c2noc(CCCC(=O)Nc3cccnc3)n2)cc1	-6	11	-7	0.5	-2
8	O=C(Nc1ccc(N2CCCCC2)c(C(=O)O)c1)c1ccco1	-3	14	1	0.2	-1

No.	TNF death inh	PGE2 EP2 inh	RBBP9 inh	L929 necroptosis
1	-0.5	9	-2	0.7
2	-1.1	8	-6	15
3	0.0	6	-1	63
4	0.4	3	-8	2.0
5	0.5	5	-4	1.0
6	0.8	3	-5	0.8
7	-4.7	5	-8	0.6
8	-1.5	11	-3	0.0

New compounds follow.
No.	compound	Runt-SMMHC FRET	EP2 mod	Hck Nef HTS	PERK inh	Runt-CBFb FRET
9	C=CCNC(=S)NNC(=O)c1ccc([N+](=O)[O-])cc1	-2	12	-15	-1.2	0
10	COc1cc(OC)cc(C(=O)N2CCN(S(C)(=O)=O)CC2)c1	-2	7	0	0.6	1
11	COCCn1c(=NC(=O)c2cccs2)sc2cc(NC(C)=O)ccc21	2	11	2	0.8	2
12	CCOC(=O)Cn1c2ccccc2n2nc(CCC(=O)O)c(=O)nc12	1	32	16	-0.5	0
13	CCNC(=S)N1CCC(NC(=O)c2ccco2)CC1	2	15	15	0.9	0
14	Cc1ccccc1S(=O)(=O)Cc1ccc(C(=O)N2CCN(c3ccc(F)cc3)CC2)o1	0	-9	1	-0.6	0
15	O=C(Cn1ncc2c(=O)oc3ccccc3c21)NCCc1ccsc1	2	22	21	0.3	0
16	O=C(C1CC1)N1CCN=C1SCc1cccc(C(F)(F)F)c1	-33	28	0	0.9	0

No.	TNF death inh	PGE2 EP2 inh	RBBP9 inh	L929 necroptosis
9	-0.6	8	-4	-0.7
10	-0.6	12	-4	-0.1
11	0.0	2	-1	0.4
12	0.1	3	-2	11
13	1.8	6	0	2.0
14	-2.1	8	0	0.4
15	-0.1	5	-6	0.6
16	-2.0	16	-5	0.6

The listing continues:
No.	compound	Runt-SMMHC FRET	EP2 mod	Hck Nef HTS	PERK inh	Runt-CBFb FRET
17	O=[N+]([O-])c1cccc(/C=N/Nc2nc(N3CCCCC3)nc(N3CCCCC3)n2)c1	3	30	23	0.1	0
18	CCCCS(=O)(=O)C1CCS(=O)(=O)C1 (stereo unspecified)	0	12	2	0.8	0
19	Cc1cc(C)n(CCN(C)Cc2nc(Cc3ccccc3F)no2)n1	nt	-9	17	0.9	nt
20	CCC1CCCCN1S(=O)(=O)c1ccc(NC(=O)CSc2ncccc2C(=O)O)cc1 (stereo unspecified)	-3	18	-2	1.3	-2
21	O=C(O)CC1Sc2nc3ccccc3n2C1=O (stereo unspecified)	-3	16	-1	-0.5	3
22	C/C(=N\OC(=O)c1ccc(Cl)cc1)c1nccs1	3	20	-1	1.1	0
23	O=C(CS(=O)c1cccc(C(F)(F)F)c1)Nc1ccc(Cl)cc1Cl (stereo unspecified)	-9	1	-1	0.9	0
24	Cn1c(=O)c2c(nc3n2CCS3)n(C)c1=O	nt	-30	17	0.8	nt

No.	TNF death inh	PGE2 EP2 inh	RBBP9 inh	L929 necroptosis
17	1.8	6	-1	18
18	0.0	11	-1	0.7
19	1.0	12	4	-2.3
20	2.3	9	-1	0.8
21	-1.1	nt	-11	0.2
22	-2.7	12	34*	0.1
23	-3.6	5	0	0.5
24	1.3	3	-2	1.7

Quoted at random: 3 records from the list
No.	compound	Runt-SMMHC FRET	EP2 mod	Hck Nef HTS	PERK inh	Runt-CBFb FRET
21	O=C(O)CC1Sc2nc3ccccc3n2C1=O (stereo unspecified)	-3	16	-1	-0.5	3
23	O=C(CS(=O)c1cccc(C(F)(F)F)c1)Nc1ccc(Cl)cc1Cl (stereo unspecified)	-9	1	-1	0.9	0
20	CCC1CCCCN1S(=O)(=O)c1ccc(NC(=O)CSc2ncccc2C(=O)O)cc1 (stereo unspecified)	-3	18	-2	1.3	-2

No.	TNF death inh	PGE2 EP2 inh	RBBP9 inh	L929 necroptosis
21	-1.1	nt	-11	0.2
23	-3.6	5	0	0.5
20	2.3	9	-1	0.8

Later entries:
No.	compound	Runt-SMMHC FRET	EP2 mod	Hck Nef HTS	PERK inh	Runt-CBFb FRET
25	CN(Cc1cccs1)C(=O)CSc1nnnn1C	-1	11	-1	0.9	0
26	Cc1cc(Cl)ccc1OCC(=O)N(Cc1ccco1)C1CCS(=O)(=O)C1 (stereo unspecified)	0	-11	1	-1.8	0
27	Cc1ccc(OCC(=O)N2CCCCCC2)c(C)c1	3	-3	1	0.6	-1
28	O=C(NCc1ccco1)C1CCN(S(=O)(=O)c2cccc3cccnc23)CC1	-4	5	6	nt	2
29	COc1ccccc1NC(=O)c1ccc(-n2cccn2)nc1	-2	-14	-1	0.2	-1
30	O=C(NNC(=O)C1CC(c2cccnc2)=NO1)Nc1ccccc1F (stereo unspecified)	-3	19	2	1.6	-1
31	O=C(COc1ccc2ccc(=O)oc2c1)N1CCc2ccccc21	-1	-11	20	1.5	-2
32	CCCCN(C(=O)Nc1ccc(Cl)cc1)C1CCN(C(C)=O)CC1	-7	-12	2	-0.4	1

No.	TNF death inh	PGE2 EP2 inh	RBBP9 inh	L929 necroptosis
25	1.3	9	5	0.4
26	2.7	11	-1	0.5
27	-1.9	8	5	-0.3
28	0.9	21	nt	0.9
29	-1.8	10	-1	-0.1
30	0.5	8	-1	0.8
31	0.8	11	3	0.4
32	-0.3	2	-3	-0.6

(next part)
No.	compound	Runt-SMMHC FRET	EP2 mod	Hck Nef HTS	PERK inh	Runt-CBFb FRET
33	O=C1N(Nc2ccccc2)C(c2ccc(Br)cc2)C12CCCC2 (stereo unspecified)	1	49	0	0.5	-2
34	COc1cc(C(=O)Nc2ccc(-n3cnnn3)c(C)c2)cc(OC)c1OC	6	3	-1	0.6	2
35	Cc1nc2c3ccccc3n(CC#N)c(=O)n2n1	3	6	1	1.8	2
36	COc1ccc(CCN=C(NS(=O)(=O)c2ccccc2)c2ccccc2)cc1OC	0	25	24	0.2	1
37	OCCC1CN(Cc2cnc(-c3ccc(Cl)cc3)nc2)CCN1C1CCCCC1 (stereo unspecified)	4	-70	20	-0.1	0
38	CC(C)(C)NS(=O)(=O)c1ccc(/C=C/C(=O)O)cc1	-2	16	3	1.5	-1
39	COCCn1c(SCC(=O)Nc2cccc(OC)c2)nnc1-c1ccccc1	-92	5	2	-0.4	0
40	CCc1cccc(CC)c1NC(=O)CO/N=C(\N)CC(=O)NC1CCCCC1	-6	-9	-3	0.6	-1

No.	TNF death inh	PGE2 EP2 inh	RBBP9 inh	L929 necroptosis
33	-0.5	2	-8	-0.1
34	-2.2	8	-6	-0.1
35	0.0	5	2	0.8
36	1.0	6	-7	4.9
37	0.8	8	-9	10
38	0.0	8	-6	-0.5
39	-1.2	8	-1	-0.6
40	-0.6	3	2	1.3

Further entries.
No.	compound	Runt-SMMHC FRET	EP2 mod	Hck Nef HTS	PERK inh	Runt-CBFb FRET
41	COc1cc(Cl)c(C)cc1NC(=O)c1ccc2c(SCC(=O)O)c3c(nc2c1)CCCC3	-4	13	27	0.3	-6
42	c1cnc(-c2noc(CN3CCN(C4C5CC6CC(C5)CC4C6)CC3)n2)cn1 (stereo unspecified)	1	18	21	0.1	1
43	COc1ccc(Cl)c(NC(=O)Nc2c(C)n(-c3ccccc3)c(=O)n2C)c1	0	-53	1	0.1	0
44	Cc1nn2c(NCc3cccnc3)c3c(nc2c1-c1ccccc1)CCC3	-2	-36	10	-0.3	-7
45	N#Cc1cc2c(nc1SCc1ccccc1)CCCCC2	-2	37	-2	0.7	-2
46	O=C(CN1C(=O)c2ccccc2C1=O)Nc1nc(-c2cccc([N+](=O)[O-])c2)cs1	-10	-23	6	1.3	-5
47	O=C(CN1CCN(C(=O)c2cccc(F)c2)CC1)NC1CCCCC1	0	24	-1	-0.6	1

No.	TNF death inh	PGE2 EP2 inh	RBBP9 inh	L929 necroptosis
41	0.5	12	-3	3.5
42	0.8	7	-12	1.4
43	0.9	10	-3	0.3
44	4.1	4	-8	27
45	-0.2	3	6	0.0
46	-0.3	nt	5	-1.0
47	0.7	7	-2	0.2

The list is partial. The share of hits here may be higher or lower than overall.
